High-throughput results from PubChem BioAssay.
PMI act: activators of human phosphomannose isomerase; P34949; purified human PMI, coupled resazurin fluorescence, 20 min; active compounds read high; 1 = vehicle control, 0 substrate-free wells; activation factor at 20 µM; 190,000 tested, 0.005% active;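 active means activation factor of 2 or more at 20 µM, relative to plate controls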
Target sequence (P34949 whole entry, looked up): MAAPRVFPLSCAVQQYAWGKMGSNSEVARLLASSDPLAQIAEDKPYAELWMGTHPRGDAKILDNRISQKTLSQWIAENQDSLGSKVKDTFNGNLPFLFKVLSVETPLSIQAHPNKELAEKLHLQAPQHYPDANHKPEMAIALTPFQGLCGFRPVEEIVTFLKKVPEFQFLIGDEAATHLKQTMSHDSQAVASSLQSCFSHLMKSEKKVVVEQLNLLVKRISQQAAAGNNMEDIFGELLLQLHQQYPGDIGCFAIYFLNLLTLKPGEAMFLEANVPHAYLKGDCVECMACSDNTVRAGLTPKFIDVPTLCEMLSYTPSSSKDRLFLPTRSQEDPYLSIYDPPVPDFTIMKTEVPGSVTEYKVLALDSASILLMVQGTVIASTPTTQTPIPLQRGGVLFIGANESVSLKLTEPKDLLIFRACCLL
PPARg SRC-1 ag: PPARgamma-driven SRC-1 recruitment agonism; PPARgamma-SRC-1 coactivator recruitment biochemical assay; P37231; activation, % at 8 µM; 200,000 tested, 0.41% active; in the data active means activation above about 19%;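 further: 0% = DMSO and 100% = reference agonist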
PPARg SRC2 recr: promotes SRC-2 coactivator recruitment by human PPARgamma; P37231; PPARgamma LBD-SRC-2 recruitment, biochemical; activation, % at 8 µM; 200,000 tested, 0.34% active; in the data active means activation above about 22%;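 further: 0% = vehicle and 100% = reference agonist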
TR-FRET SRC-2 ct: flags TR-FRET format artefacts in PPARgamma SRC-2 recruitment agonist screen; TR-FRET artefact counter-screen; active compounds read high; TR-FRET ratio at 8 µM; 200,000 tested, 0.4% active; AID 1049; in the data active means TR-FRET ratio above about 2000; further: inactives centre near 1500
Diaph inh CS: counter-screen for diaphorase-based assays: diaphorase inhibitors and chemical oxidizers; diaphorase resazurin-to-resorufin fluorescence, NADH, 16 min; bacterial (C. kluyveri) enzyme, not human; inhibition, % at 20 µM; 190,000 tested, 0.69% active; AID 1217;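 active means primary screen inhibition at 20 µM above a set limit, cut at about 50% in these data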;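 further: plate controls were DMSO with full reaction for no effect and wells lacking NADH for full effect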
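Test system: bacterial diaphorase enzyme (C. kluyveri); Quantity: 0.14 U/mL diaphorase, enzyme working solution; Times: reaction incubation of 16 min at room temperature; Measured by: fluorescence of resorufin formed from resazurin, Ex 544/Em 590 nm; Benchmarks: positive control minus NADH, DMSO neutral control.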
PMI act hi M6P: activators of human phosphomannose isomerase at near-saturating mannose 6-phosphate | 190,000 tested, 0.34% active | P34949 | activation factor at 20 µM | coupled PMI enzyme assay, resazurin fluorescence, 20 min; active compounds read high; 1 = untreated enzyme, 0 = substrate-free blank | AID 1216;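 active means activation factor of 2 or more at 20 µM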
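Test system: Human PMI in coupled enzyme assay | Input: 15 ng/mL PMI | Medium: HEPES-buffered pH 7.4 with magnesium and detergent | Compound: One concentration, 20 µM, in 1% DMSO | Incubation: Enzyme reaction with compound 20 min at room temperature | Detection: Diaphorase-driven resazurin-to-resorufin fluorescence, excitation 544, emission 590 nm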
ROMK mod: human ROMK K+ channel modulation, primary screen | Tet-inducible ROMK, thallium flux fluorescence; actives lie on both sides | B-score at 10 µM | 130,000 tested, 2% active | AID 1918;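 active means signal ratio slope over the read window, or its plate-corrected B-score, at least 3 SD from the plate mean, either direction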;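 further: B-score of the F/F0 ratio slope over 7 to 12 s after thallium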
PPARg SRC3 recr: promotes SRC-3 coactivator recruitment by human PPARgamma; P37231; biochemical PPARgamma/SRC-3 coactivator recruitment assay; activation, % at 8 µM; 200,000 tested, 0.26% active; in the data active means activation above about 23%;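 further: 0% = DMSO and 100% = reference agonist; some compounds past the cut are filed as inactive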
S1P3 antagonist: antagonists of human S1P3 receptor | CHO S1P3 NFAT-BLA reporter, FRET fluorescence, antagonist mode | inhibition, % at 4.98 µM | 170,000 tested, 0.27% active | AID 485;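 active means inhibition above the plate cutoff, the mean inhibition of test wells on that plate plus 3 SD, cut at about 28% in these data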;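 further: cells challenged with S1P at its EC80 of 0.8 µM; blue over green emission ratio from cleaved BLA substrate after 4 h stimulation; 0% = S1P-stimulated wells and 100% = unstimulated DMSO-only wells; some compounds past the cut are filed as inactive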
Target sequence (Q99500 whole entry, looked up): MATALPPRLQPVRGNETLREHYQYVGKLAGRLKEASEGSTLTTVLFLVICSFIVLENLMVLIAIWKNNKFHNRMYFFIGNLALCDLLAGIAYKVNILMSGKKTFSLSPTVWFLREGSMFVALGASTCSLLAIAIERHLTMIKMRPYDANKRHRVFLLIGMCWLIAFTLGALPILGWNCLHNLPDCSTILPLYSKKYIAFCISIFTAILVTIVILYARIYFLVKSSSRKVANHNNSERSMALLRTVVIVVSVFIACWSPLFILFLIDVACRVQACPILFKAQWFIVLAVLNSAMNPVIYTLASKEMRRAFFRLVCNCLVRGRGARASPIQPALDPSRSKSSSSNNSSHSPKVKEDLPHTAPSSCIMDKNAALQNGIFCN
Diaph act CS: diaphorase activation or chemical reduction counter-screen | activation factor at 20 µM | 190,000 tested, 0.005% active | Diaphorase/resazurin coupled assay, resorufin fluorescence, 16 min; active compounds read high; 1 = vehicle wells, 0 = NADH-free wells;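 active means diaphorase activity raised at least twofold by the compound at 20 µM; inactive means activation factor below 2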
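Test system: Clostridium kluyveri diaphorase, purified enzyme. Buffer or medium: 50 mM HEPES pH 7.4 buffer plus MgCl2 and Tween 20. Also added: 0.114 mM NADH and 0.1 mM resazurin, final amounts. Dosing: compound 20 µM once, DMSO 1%. Schedule: 16 min enzyme reaction, ambient temperature. Detection: fluorescence of resorufin, 544 nm excitation, 590 nm emission.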
G6PDH counter: inhibits Leuconostoc G6PDH, flagging false hits in G6PDH-based assays. Purified L. mesenteroides G6PDH, diaphorase/resazurin coupled fluorescence, 45 min. inhibition, % at 5 µM. 200,000 tested, 0.12% active. AID 1020; in the data active means inhibition above about 50%
An asterisk follows results filed as active; . = no result given. Outcome played no part in choosing rows; overall some 3.3% were active at least once.

SMILES	PMI act	PPARg SRC-1 ag	PPARg SRC2 recr	TR-FRET SRC-2 ct	Diaph inh CS	PMI act hi M6P	ROMK mod	PPARg SRC3 recr	S1P3 antagonist	Diaph act CS	G6PDH counter
O=c1c2ccc(Cl)cc2[nH]c(=S)n1Cc1cccnc1	1	-2	2	1603	18	1	.	19	.	0.8	-3
C=CCNC(=O)Nc1ccc(OCC)cc1	1	-4	8	1562	8	0.9	.	-1	15	0.9	-14
CCSc1cc(C2C(C#N)=C(N)OC(C)=C2C(=O)OC)c(C)o1 (centres undefined)	1.5	5	0	1621	5	2*	-0.96	3	13	0.9	6
O=C(NCc1ccc(F)cc1)c1ccc(S(=O)(=O)Nc2cccc(C(F)(F)F)c2)cc1	0.9	1	-3	1666	16	0.9	-1.7	2	2	0.8	16
O=C(NC1CCN(Cc2ccccc2)CC1)C1CCCN(c2nnc(-n3cccc3)s2)C1 (centres undefined)	0.9	12	4	1636	1	0.9	.	7	2	1	-18
Cc1onc(C(=O)N2CCN(c3ccccc3F)CC2)c1-c1ccccc1Cl	1	5	-3	1580	-1	1.1	.	1	4	1	5
CCCCOC(=O)c1ccc(NC(=O)C(=O)NCc2ccncc2)cc1	1	5	5	1622	11	1.1	.	3	11	0.9	-10
Clc1cccc(OCc2nc(-c3ccncc3)no2)c1	1.1	6	-5	1476	-12	1.1	-0.39	3	-9	1.1	6
COc1ccc(/C=C/C(=O)OCC(=O)Nc2cc(C(N)=O)cc(C(N)=O)c2)cc1	1	8	12	1485	4	1	0.28	5	1	1	3
O=S(=O)(Nc1nc2ccccc2nc1Nc1cccc(S(=O)(=O)N2CCCCC2)c1)c1ccccc1	1	-8	-7	1466	27	1	.	-2	-1	0.7	3
CCN1CCN(CC(=O)Nc2sc3c(c2C#N)CCC3)CC1	1	2	0	1712	16	1	-1.2	1	-69	0.8	5
O=C(NNC1CC(=O)N(c2ccc(Cl)cc2)C1=O)c1ccccc1Cl (centres undefined)	1	6	7	1640	3	1	0.63	0	-10	1	6
O=C(NC1CCCCC1)C1CCN(c2nnnn2-c2ccccc2)CC1	1	5	4	1585	1	1	-0.12	1	-10	1	6
COC(=O)c1cn(NC(=O)c2ccncc2)c(=O)c2ccccc12	0.9	9	12	1724	2	1	.	2	.	1	1
COc1ccc(/C(O)=C/c2nc3ccc(C(=O)NCCc4cccc(C)c4)cc3[nH]c2=O)cc1OC	1	7	4	1549	23	1	.	-4	3	0.8	-20
Cc1cccc(C)c1NC(=O)C(c1cccc([N+](=O)[O-])c1)N(C)C(=O)c1ccccn1 (centres undefined)	0.9	-1	-1	1714	15	1	.	-6	-18	0.9	30
COc1ccc(C(=O)Nc2nc(C)c3cc4c(cc3n2)OCO4)cc1	0.9	2	5	1754	7	1	.	2	-18	0.9	-16
COC(=O)c1cc(C)sc1NC(=S)N1CCN(CCc2ccccc2)CC1	0.9	-2	9	1508	-4	0.9	0.36	4	1	1	3
Cc1occc1C(=O)NNS(=O)(=O)c1ccc(Cl)cc1	1.1	5	0	1503	-11	1.1	0.49	-2	-4	1.1	6
C=CCn1c(=O)/c(=C/c2ccc(F)cc2)s/c1=C(\C#N)c1nnc2n1CCCCC2	1	-4	6	1513	12	1	.	-8	7	0.9	-2
COc1ccc(CC2(CO)CCN(Cc3ccncc3)CC2)cc1	0.9	8	5	1588	0	1	-0.14	0	-2	1	5
CSc1ccc(CN2CCN(CC=C(C)C)C(CCO)C2)cc1 (centres undefined)	1	6	6	1512	4	1	-0.75	3	-23	1	9
CCN(CCCNC(=O)CCn1c(=O)[nH]c2ccccc2c1=O)c1ccccc1	0.9	-4	-1	1392	15	1	.	2	-24	0.8	2
O=S(=O)(Nc1cccc(-c2ccc3nncn3n2)c1)c1ccc(Cl)s1	1.1	5	0	1732	3	1.1	.	1	-20	1	-2

Full records from above.
Listed for COC(=O)c1cn(NC(=O)c2ccncc2)c(=O)c2ccccc12 : PMI act = 0.9; PPARg SRC-1 ag = 9; PPARg SRC2 recr = 12; TR-FRET SRC-2 ct = 1724; Diaph inh CS = 2; PMI act hi M6P = 1; ROMK mod = .; PPARg SRC3 recr = 2; S1P3 antagonist = .; Diaph act CS = 1; G6PDH counter = 1
Listed for O=S(=O)(Nc1cccc(-c2ccc3nncn3n2)c1)c1ccc(Cl)s1 : PMI act = 1.1; PPARg SRC-1 ag = 5; PPARg SRC2 recr = 0; TR-FRET SRC-2 ct = 1732; Diaph inh CS = 3; PMI act hi M6P = 1.1; ROMK mod = .; PPARg SRC3 recr = 1; S1P3 antagonist = -20; Diaph act CS = 1; G6PDH counter = -2

More results.
SMILES	PMI act	PPARg SRC-1 ag	PPARg SRC2 recr	TR-FRET SRC-2 ct	Diaph inh CS	PMI act hi M6P	ROMK mod	PPARg SRC3 recr	S1P3 antagonist	Diaph act CS	G6PDH counter
CC(C)(C)c1ccccc1OCCOCCNCc1ccccc1	0.9	-1	-5	1651	10	1	.	2	-4	0.9	11
COc1ccc(N2CCN(Cc3nc(-c4ccc(Cl)cc4Cl)no3)CC2)cc1	1	-1	7	1620	4	0.9	-0.83	-6	22	1	4
CC(C(=O)Nc1ccc(F)c(F)c1F)N(C)CC(=O)Nc1ccccc1Br (centres undefined)	1	4	7	1554	8	1.1	.	1	0	0.9	-9
C=CCn1c(COc2cccc(C)c2C)nnc1SCC(=O)N1CCN(c2ccccc2)CC1	0.9	2	1	1539	11	0.9	.	-6	-11	0.9	-18
CCCC(=O)NC(=S)Nc1ccccc1N1CCOCC1	1	-2	-4	1562	12	0.9	.	-1	1	0.9	0
C#CCn1c(=NC(=O)c2ccc(Cl)s2)sc2cccc(OC)c21	0.8	10	6	1639	8	0.8	.	30*	.	0.9	-28
CC(NC(=O)C1CCCN(S(=O)(=O)c2cnc[nH]2)C1)c1ccccc1 (centres undefined)	1	3	3	1692	15	1	.	-4	9	0.8	3
O=C(c1csc2c1CCCC2)N1CCN(c2ccccc2)CC1	1	6	2	1307	5	1	-1.8	-6	10	1	3
Cc1ccc(CNC(=O)/C=C/c2c(Cl)cccc2Cl)cc1	1.1	0	1	1508	5	1.1	-0.053	-2	-7	1	1
COc1cc(OC)c(C(=O)Nc2ccc(S(=O)(=O)Nc3ncccn3)cc2)cc1OC	0.8	-2	4	1638	13	0.9	.	3	-8	0.9	0
COCCn1nnnc1C(c1cccs1)N1CCN(c2nc3ccccc3s2)CC1 (centres undefined)	0.8	2	5	1545	17	0.8	-0.68	9	-7	0.8	7
O=C(c1ccccc1)N(c1ccccc1)C1C=CS(=O)(=O)C1 (centres undefined)	0.9	0	6	1548	15	0.9	.	16	1	0.9	2
COC(=O)c1ccccc1NC(=O)Nc1cc(C)cc(C)n1	0.9	9	13	1661	18	0.9	0.05	-3	17	0.8	-2
O=C(/C=C/c1ccco1)Nc1ccccn1	0.9	-3	-2	1631	15	0.9	1.8*	-3	-8	0.9	-1
COc1ccc(N2CCN(C(=O)c3ccc(F)cc3)CC2)c([N+](=O)[O-])c1	1	-3	-5	1505	-4	1	1.8	-1	0	1	12
COc1cc(S(=O)(=O)N2CCCCC2)ccc1NC=O	0.9	-4	-1	1333	-11	1.1	0.11	-6	.	1.1	-2
Clc1cccc(Nc2c3c(nc4ncnn24)CCC3)c1	0.9	-4	-3	1327	2	1	.	7	-51	1	19
COc1ccc(NC(=O)CSc2nnc(-c3ccncc3)n2C)cc1	1	1	-7	1624	6	1	.	-3	-8	0.9	1
CCSc1ccccc1C(=O)Nc1cc(C)on1	0.9	-6	4	1413	20	0.8	0.57	9	16	0.8	-12
COc1ccc(C(=O)N/N=C/C(Br)=C/c2ccccc2)cc1	0.9	4	12	1665	8	1	.	3	-13	0.9	-26
COc1cc(NC(C)CCCN)c2ncccc2c1Oc1ccccc1 (centres undefined)	0.8	2	-1	1639	14	0.4	-3.6*	6	-11	0.9	23
Cc1ccc(-c2nc(NC(=O)CSc3nnc(C)s3)ns2)cc1	0.9	9	4	1614	19	0.9	.	-4	-7	0.8	7

16 entries from above, ordered by molar mass, high to low:
SMILES	PMI act	PPARg SRC-1 ag	PPARg SRC2 recr	TR-FRET SRC-2 ct	Diaph inh CS	PMI act hi M6P	ROMK mod	PPARg SRC3 recr	S1P3 antagonist	Diaph act CS	G6PDH counter
C=CCn1c(COc2cccc(C)c2C)nnc1SCC(=O)N1CCN(c2ccccc2)CC1	0.9	2	1	1539	11	0.9	.	-6	-11	0.9	-18
COc1cc(OC)c(C(=O)Nc2ccc(S(=O)(=O)Nc3ncccn3)cc2)cc1OC	0.8	-2	4	1638	13	0.9	.	3	-8	0.9	0
COCCn1nnnc1C(c1cccs1)N1CCN(c2nc3ccccc3s2)CC1 (centres undefined)	0.8	2	5	1545	17	0.8	-0.68	9	-7	0.8	7
Cc1ccc(-c2nc(NC(=O)CSc3nnc(C)s3)ns2)cc1	0.9	9	4	1614	19	0.9	.	-4	-7	0.8	7
CC(NC(=O)C1CCCN(S(=O)(=O)c2cnc[nH]2)C1)c1ccccc1 (centres undefined)	1	3	3	1692	15	1	.	-4	9	0.8	3
COc1ccc(C(=O)N/N=C/C(Br)=C/c2ccccc2)cc1	0.9	4	12	1665	8	1	.	3	-13	0.9	-26
COc1ccc(NC(=O)CSc2nnc(-c3ccncc3)n2C)cc1	1	1	-7	1624	6	1	.	-3	-8	0.9	1
COc1cc(NC(C)CCCN)c2ncccc2c1Oc1ccccc1 (centres undefined)	0.8	2	-1	1639	14	0.4	-3.6*	6	-11	0.9	23
O=C(c1csc2c1CCCC2)N1CCN(c2ccccc2)CC1	1	6	2	1307	5	1	-1.8	-6	10	1	3
Cc1ccc(CNC(=O)/C=C/c2c(Cl)cccc2Cl)cc1	1.1	0	1	1508	5	1.1	-0.053	-2	-7	1	1
O=C(c1ccccc1)N(c1ccccc1)C1C=CS(=O)(=O)C1 (centres undefined)	0.9	0	6	1548	15	0.9	.	16	1	0.9	2
CCCC(=O)NC(=S)Nc1ccccc1N1CCOCC1	1	-2	-4	1562	12	0.9	.	-1	1	0.9	0
COC(=O)c1ccccc1NC(=O)Nc1cc(C)cc(C)n1	0.9	9	13	1661	18	0.9	0.05	-3	17	0.8	-2
COc1cc(S(=O)(=O)N2CCCCC2)ccc1NC=O	0.9	-4	-1	1333	-11	1.1	0.11	-6	.	1.1	-2
Clc1cccc(Nc2c3c(nc4ncnn24)CCC3)c1	0.9	-4	-3	1327	2	1	.	7	-51	1	19
O=C(/C=C/c1ccco1)Nc1ccccn1	0.9	-3	-2	1631	15	0.9	1.8*	-3	-8	0.9	-1
